Assay outcomes (PubChem BioAssay)
RGS7-Gao reg: human RGS7-Galphao interaction regulation | Multiplexed bead flow cytometry, RGS7-Galphao binding; actives lie on both sides | binding response (% of control), % at 10 µM | 0.35% of 220,000 active | AID 1439 | P09471; in the data active = binding response below about 49% or above about 150%; inconclusive = no clear call, values can overlap the other calls; inactive = in between;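 also: fluorescent Galphao held in activated GDP-AlF4 state binding bead-coupled RGS7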
Target sequence (P09471 whole entry, looked up): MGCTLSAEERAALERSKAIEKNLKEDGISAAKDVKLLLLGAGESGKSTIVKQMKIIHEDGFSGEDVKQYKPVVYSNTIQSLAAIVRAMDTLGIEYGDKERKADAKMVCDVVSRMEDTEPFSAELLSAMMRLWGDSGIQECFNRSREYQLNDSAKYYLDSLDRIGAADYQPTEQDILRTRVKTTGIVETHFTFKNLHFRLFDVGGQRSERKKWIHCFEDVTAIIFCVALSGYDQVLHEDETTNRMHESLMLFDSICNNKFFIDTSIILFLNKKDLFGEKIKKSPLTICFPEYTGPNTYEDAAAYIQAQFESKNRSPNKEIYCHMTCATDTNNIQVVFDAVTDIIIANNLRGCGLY
Avidin fluor: avidin bead compound fluorescence profile; AID 1775; 0.38% of 220,000 active; fluorescence (KMESF) at 10 µM; Avidin beads, compound fluorescence 488/530 nm, flow cytometry; hits give high values; in the data active = fluorescence above about 47; also: inactives centre near 10
Bim-Bfl-1: human Bim-Bfl-1 interaction inhibition | Bead-based flow cytometry, Bim-Bfl-1 binding inhibition | Q16548 | 0.12% of 190,000 active | inhibition, % at 10 µM;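 also: 0% = wells without compound plus tracer and 100% = blocker peptide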
GSH fluor: GSH bead compound fluorescence profile; GSH beads flow cytometry, compound fluorescence 488/530 nm; hits give high values; fluorescence (KMESF) at 10 µM; 0.25% of 190,000 active; in the data active = fluorescence above about 89;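 also: glutathione beads carrying GST-tagged Bcl family fusion proteins plus one bare bead set; values are compound well signal with DMSO vehicle wells as background; inactives centre near 16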
Bcl-W Bim block: inhibitors of Bim-Bcl-W interaction, human. bead-based flow cytometry, Bim peptide-Bcl-W binding. inhibition, % at 10 µM. 0.02% of 190,000 active. AID 952;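 also: 0% = bound tracer without compound and 100% = peptide blocker; higher means less fluorescent Bim peptide bound to Bcl-W beads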
RGS4-Gao reg: modulates binding of RGS4 to human Galphao. AID 1415. 0.33% of 220,000 active. Multiplexed bead flow cytometry; actives lie on both sides. binding response (% of control), % at 10 µM. P09471; in the data active = binding response below about 49% or above about 150%; inactive = in between;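 also: fluorescent Galphao activated with aluminum fluoride binding bead-coupled RGS4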
Bim-Bcl-XL: disrupts Bim peptide binding to human Bcl-XL | Q07817 | bead flow cytometry, fluorescence | inhibition, % at 10 µM | 0.04% of 190,000 active
ABCB1 inh: human ABCB1 inhibition, ABCG2 as counter-screen | P08183 | CCRF-Adr cells, JC-1 efflux, flow cytometry | inhibition, % at 6.6 µM | 0.067% of 190,000 active | AID 1326; in the data active = inhibition above about 40%;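 also: 0% = vehicle and 100% = reference inhibitor; higher value means more JC-1 retained so stronger ABCB1 efflux block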
Bcl-2 Bim block: disrupts Bim peptide binding to human Bcl-2 | P10415 | Bead-based flow cytometry, Bim peptide-Bcl-2 binding | inhibition, % at 10 µM | 0.06% of 190,000 active; in the data active = inhibition above about 40%; inconclusive = no clear call, values can overlap the other calls;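 also: 0% = no compound wells with probe peptide and 100% = reference peptide inhibitor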
Bcl-B Bim block: human Bim-Bcl-B interaction inhibition | 0.073% of 190,000 active | inhibition, % at 10 µM | bead-based flow cytometry, Bim peptide-Bcl-B binding | AID 951 | Q9HD36;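 also: 0% = tracer peptide without compound and 100% = reference inhibitor peptide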
ABCG2 block: human ABCG2 inhibition, ABCB1 as counter-screen. 0.1% of 190,000 active. Q9UNQ0. inhibition, % at 6.6 µM. IgMXP3 cells, JC-1 efflux, flow cytometry;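 active = inhibition above 80%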;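 also: 0% = DMSO and 100% = nicardipine control wells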
Target sequence (Q9UNQ0 whole entry, looked up): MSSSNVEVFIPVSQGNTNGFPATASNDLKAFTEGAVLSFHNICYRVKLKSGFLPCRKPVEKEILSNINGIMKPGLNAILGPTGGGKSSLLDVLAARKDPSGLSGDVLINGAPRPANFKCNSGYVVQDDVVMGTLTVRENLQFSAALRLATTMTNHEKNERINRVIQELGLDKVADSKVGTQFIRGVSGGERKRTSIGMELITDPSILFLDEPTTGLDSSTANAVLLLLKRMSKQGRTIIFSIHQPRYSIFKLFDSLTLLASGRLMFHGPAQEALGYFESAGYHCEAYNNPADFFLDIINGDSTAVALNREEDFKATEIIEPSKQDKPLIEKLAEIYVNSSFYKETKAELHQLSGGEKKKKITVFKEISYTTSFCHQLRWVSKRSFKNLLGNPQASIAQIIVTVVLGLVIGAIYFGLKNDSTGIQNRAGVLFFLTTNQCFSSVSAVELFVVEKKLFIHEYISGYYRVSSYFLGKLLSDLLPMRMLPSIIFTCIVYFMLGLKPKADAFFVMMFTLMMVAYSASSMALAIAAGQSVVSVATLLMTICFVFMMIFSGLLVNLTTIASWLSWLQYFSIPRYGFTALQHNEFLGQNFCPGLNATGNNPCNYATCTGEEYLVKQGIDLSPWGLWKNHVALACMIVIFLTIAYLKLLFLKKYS
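Test system: IgMXP3 (ABCG2) plus far-red-tagged CCRF-Adr (ABCB1) cells / Amount: 3 million cells/mL in well / Reagent: JC-1 transporter substrate / Timing: 10 min compound exposure, 25 °C / Signal: flow cytometry, 530 nm JC-1 signal / Read-out: percent efflux inhibition, scaled nicardipine 100% to DMSO 0% / Benchmarks: nicardipine as high control, DMSO as low control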
Numbers without * were called inactive; ? = inconclusive; nt = not tested or not shown; + = active, no number; & = joins results of further samples. Rule as the data show it, unless noted: active = inhibition above about 40%.

SMILES	RGS7-Gao reg	Avidin fluor	Bim-Bfl-1	GSH fluor	Bcl-W Bim block	RGS4-Gao reg	Bim-Bcl-XL	ABCB1 inh	Bcl-2 Bim block	Bcl-B Bim block	ABCG2 block
Cc1ccc(C)c(Cn2c(C)nc3c(sc(=S)n3-c3ccccc3)c2=O)c1	101	9	-4	27	-3	101	-1	1.0	-6	-4	4
Cc1ccc(CC(=O)Nc2ccccc2N2CCOCC2)cc1C	92	3	-10	18	0	92	-5	0.9	-2	-1	2
CN1CCC(=C2c3ccccc3C=Cc3ccccc32)CC1	104	7	-2	20	-5	105	-3	1.5	0	-9	6
COc1ccc(CC(=O)N2CC3(C)CC2CC(C)(C)C3)cc1 (stereo unspecified)	96	18	-1	53	1	76	2	0.0	2	-1	0
O=C(NCCc1ccccc1F)C(=O)Nc1nccs1	103	7	0	21	3	100	3	0.1	0	8	0
Cc1nonc1OCCNCc1c(C(=O)N2CCCCCCC2)nc2ccc(Cl)cn12	96	2	-4	11	-3	99	-2	2.2	-3	-3	8
Cc1ccc(NC(=O)CN(Cc2ccccc2)S(C)(=O)=O)cc1C	99	11	-1	18	-4	103	-2	1.2	-6	-2	8
O=C(NCCCl)Nc1cc([N+](=O)[O-])ccc1Cl	?	9	-8	15	-1	99	-2	1.0	-7	-7	27
CCc1c(C)nc2ncnn2c1N1CCCC(C(=O)Nc2cc(F)ccc2C)C1 (stereo unspecified)	99	8	-6	4	6	104	-3	0.5	0	-3	2
CCOC(=O)C1(CC2CCCCO2)CCN(S(=O)(=O)c2c(C)nn(C)c2C)CC1 (stereo unspecified)	94	9	-7	22	0	99	0	0.3	-1	0	1
Cc1ccc(C(=O)/C=C2\NCC(C)NC2=O)cc1 (stereo unspecified)	102	6	-2	20	-1	103	0	0.2	-1	-2	1
CCOC(=O)c1c(-c2ccccc2)csc1NC(=O)c1ccc(S(=O)(=O)N2CCOCC2)cc1	98	15	-15	9	-7	101	-6	0.9	-20	-2	4
CC(=O)NCCNc1ccc([N+](=O)[O-])cn1	97	12	0	6	-1	95	-2	2.6	-1	-3	13
CN(CC(=O)Nc1cccc(F)c1)CC(=O)Nc1cccc([N+](=O)[O-])c1	95	14	-5	12	1	93	-2	1.5	-8	-3	69
Cc1ccc(NC(=O)COc2ccccc2[N+](=O)[O-])nc1	?	9	-2	11	0	123	-1	0.6	-5	-5	3
O=C(NCCc1c[nH]c2ccccc12)OCCSS(=O)(=O)O	103	8	-1	12	2	102	0	0.3	-1	-3	1
COc1cccc(NC(=S)N(CCCN2CCOCC2)C(C)c2cc3ccccc3o2)c1 (stereo unspecified)	96	11	-8	11	-7	99	-9	0.4	-6	-5	0
Nc1nc(Cl)nc2c1ncn2[C@H]1C[C@H](O)[C@@H](CO)O1	97&105	4&7	1&-1	20&65	-1&-5	93&102	0&-6	0.2	0&-2	-5&-2	1&-4
Cc1cccc(-n2ncc3c(NCc4ccco4)ncnc32)c1	95	22	2	23	-2	92	-4	-0.9	0	-4	3
COC(=O)c1ccc(C)c(NC(=O)c2nn(C)c(=O)c3ccccc23)c1	97	7	-13	59	0	89	-1	1.9	-9	-10	15
O=C(Nc1ccc(Oc2ccccc2)cc1)C1CCCO1 (stereo unspecified)	93	17	15	27	-3	94	0	0.3	6	4	3
CCN(CC)c1ccc(/C=C(\C#N)C(=O)c2ccc(Br)cc2)cc1	115	23	nt	151*	nt	122	nt	181*	?	nt	+
COc1ccc(S(=O)(=O)N(Cc2ccccc2)Cc2nc3ccccc3c(=O)[nH]2)cc1	96	10	-14	12	1	98	-3	3.1	-8	-11	5
CCCn1c(SCC(=O)Nc2cccc(C(=O)OCC)c2)nnc1-c1ccoc1C	93	1	5	33	0	92	2	-2.0	1	-1	-3
Cc1cc(C)c(C#N)c(N2CCC(C(N)=O)CC2)n1	?	14	-5	28	-1	100	0	0.3	-2	-4	1
Next section:
SMILES	RGS7-Gao reg	Avidin fluor	Bim-Bfl-1	GSH fluor	Bcl-W Bim block	RGS4-Gao reg	Bim-Bcl-XL	ABCB1 inh	Bcl-2 Bim block	Bcl-B Bim block	ABCG2 block
C=CCNC(=S)Nc1ccc(N2CCOCC2)c(S(=O)(=O)Nc2ccccc2Cl)c1	?	8	-9	15	-4	99	-6	-0.2	-7	-10	-1
O=C(NNC(=O)c1cc(-c2ccccc2)n(-c2ccccc2)n1)c1cccc([N+](=O)[O-])c1	101	11	-2	12	-6	102	-8	0.5	-2	-5	2
CC(C)CNC(=O)NC(=O)COC(=O)c1ccccc1Sc1ccc(C(F)(F)F)cc1[N+](=O)[O-]	105	23	-3	11	-1	104	-7	7.3	0	-7	42
CCOC(=O)c1sc(NC(=O)c2cccc(S(=O)(=O)N3c4ccccc4CC3C)c2)cc1C (stereo unspecified)	91	4	0	12	-2	94	-6	0.9	-6	-5	-4
Cc1ccc2[nH]c(=O)c(CN(CCc3ccccc3)Cc3nnnn3CC3CCCO3)cc2c1 (stereo unspecified)	103	27	-18	22	-1	100	-8	2.9	-13	-11	49
COc1ccc(S(=O)(=O)N2CCCC(C(=O)O)C2)cc1 (stereo unspecified)	108	36	-5	18	0	107	-2	0.2	-2	-2	0
COc1ccc(N2CCN(C(=O)C3CCN(S(=O)(=O)N4CCOCC4)CC3)CC2)cc1	100	7	0	14	-1	100	-3	1.0	0	0	5
CCC(C)(C(=O)NC1CCCC1)N(C(=O)Cc1cccs1)c1c(C)n(C)n(-c2ccccc2)c1=O (stereo unspecified)	88	5	3	10	0	99	1	-0.2	2	-1	1
Cc1cccc(-n2c(SCC(=O)N3CCCC3)nnc2-c2ccccn2)c1C	99	7	-14	53	0	102	-1	-0.1	-11	-7	-2
CCOC(=O)Cn1c2c(c(=N)c3c1CCC3)CCC2	102	13	-11	10	1	102	-2	0.3	-4	-2	0
COc1ccccc1NC(=O)c1cc(S(=O)(=O)N2CCC3(CC2)OCCO3)ccc1F	100	15	-20	33	-4	101	-11	1.0	-9	-11	43
O=C(c1coc(=O)c(Br)c1)N1CCOCC1	105	39	4	8	6	107	4	0.2	2	1	0
CN1/C(=c2/s/c(=C3/C(=O)N(c4ccccc4)NC3=Nc3ccccc3)n(C)c2=O)C(C)(C)c2ccccc21	103	10	-7	21	-2	102	-8	2.9	-8	-9	5
CCCC(=O)NC(=S)N1CCN(c2ccc([N+](=O)[O-])cc2)CC1	90	7	0	5	-1	94	-5	0.6	0	-7	14
COc1cccc(-c2[nH]nc3c2C(c2ccsc2)C(C#N)=C(N)O3)c1 (stereo unspecified)	102	23	-11	12	0	104	0	0.1	-4	-5	3
Cc1cc(C)n2nc(SCCOc3ccccc3F)nc2n1	?	8	7	5	11	101	23	0.5	9	18	6
O=C(NCc1ccco1)c1nn2c(C(F)(F)F)cc(-c3cccs3)nc2c1Cl	99	6	-9	4	5	102	0	0.0	-3	-1	2
COC(=O)c1ccc(CSc2ccc3nnc(-c4ccc(F)cc4)n3n2)o1	101	12	-1	9	-2	100	0	0.6	-6	1	3
c1ccc(Nc2ccccn2)cc1	88	5	0	12	-1	91	-3	0.4	0	1	2
CC(=O)OCC1CCCC2=C(C)C(=O)CCC21COC(C)=O (stereo unspecified)	102	5	0	9	-4	104	-5	0.5	-1	-5	1
c1ccc(-n2nnnc2Oc2cccc3cccnc23)cc1	102	15	-1	25	-1	101	-2	0.5	-3	-3	3
CC(C)OC(=O)c1c(-c2ccc(C(C)C)cc2)csc1NC(=O)C1CCCO1 (stereo unspecified)	102	31	-10	22	-5	101	-10	4.2	-8	-7	55
Cc1cc(N/N=C/c2c(O)ccc3ccccc23)nc(-c2ccccc2O)n1	100	12	13	7	1	104	0	-0.3	3	1	-3
O=C(NC1CC1)C1CCN(C2CCN(C(=O)CC3=CCCCC3)CC2)CC1	106	12	-5	11	1	101	0	0.0	-3	0	0
CCS(=O)(=O)n1nc(-c2ccco2)nc1SC	101	10	0	31	0	98	-3	-0.9	3	0	-4
O=C(CC1SC2=NCCN2C1=O)Nc1ccc(Br)cc1 (stereo unspecified)	100	23	-7	14	-5	101	-5	0.3	-3	-6	3
CCCOc1ccc(C(CC(=O)O)NC(=O)c2sc3ccccc3c2Cl)cc1 (stereo unspecified)	106	8	-3	16	-1	99	-3	0.6	-2	-6	24
COc1ccc(C(NC(=O)C(C)C)c2c(O)ccc3ccccc23)cc1 (stereo unspecified)	98	10	-8	17	0	98	-5	-0.3	-3	-8	0
CC1=C(C(=O)Nc2cccc(F)c2)C(c2ccsc2)C2=C(CC(C)(C)CC2=O)N1 (stereo unspecified)	101	15	-12	10	-5	99	-7	0.7	-8	-14	12

A second format for some results above:
CCOC(=O)c1sc(NC(=O)c2cccc(S(=O)(=O)N3c4ccccc4CC3C)c2)cc1C (stereo unspecified)
  RGS7-Gao reg: 91; Avidin fluor: 4; Bim-Bfl-1: 0; GSH fluor: 12; Bcl-W Bim block: -2; RGS4-Gao reg: 94; Bim-Bcl-XL: -6; ABCB1 inh: 0.9; Bcl-2 Bim block: -6; Bcl-B Bim block: -5; ABCG2 block: -4

Cc1ccc2[nH]c(=O)c(CN(CCc3ccccc3)Cc3nnnn3CC3CCCO3)cc2c1 (stereo unspecified)
  RGS7-Gao reg: 103; Avidin fluor: 27; Bim-Bfl-1: -18; GSH fluor: 22; Bcl-W Bim block: -1; RGS4-Gao reg: 100; Bim-Bcl-XL: -8; ABCB1 inh: 2.9; Bcl-2 Bim block: -13; Bcl-B Bim block: -11; ABCG2 block: 49

COc1ccc(S(=O)(=O)N2CCCC(C(=O)O)C2)cc1 (stereo unspecified)
  RGS7-Gao reg: 108; Avidin fluor: 36; Bim-Bfl-1: -5; GSH fluor: 18; Bcl-W Bim block: 0; RGS4-Gao reg: 107; Bim-Bcl-XL: -2; ABCB1 inh: 0.2; Bcl-2 Bim block: -2; Bcl-B Bim block: -2; ABCG2 block: 0

COc1ccc(N2CCN(C(=O)C3CCN(S(=O)(=O)N4CCOCC4)CC3)CC2)cc1
  RGS7-Gao reg: 100; Avidin fluor: 7; Bim-Bfl-1: 0; GSH fluor: 14; Bcl-W Bim block: -1; RGS4-Gao reg: 100; Bim-Bcl-XL: -3; ABCB1 inh: 1.0; Bcl-2 Bim block: 0; Bcl-B Bim block: 0; ABCG2 block: 5

Shown as a markdown table: entries from further up
| SMILES | RGS7-Gao reg | Avidin fluor | Bim-Bfl-1 | GSH fluor | Bcl-W Bim block | RGS4-Gao reg | Bim-Bcl-XL | ABCB1 inh | Bcl-2 Bim block | Bcl-B Bim block | ABCG2 block |
| --- | --- | --- | --- | --- | --- | --- | --- | --- | --- | --- | --- |
| CCCC(=O)NC(=S)N1CCN(c2ccc([N+](=O)[O-])cc2)CC1 | 90 | 7 | 0 | 5 | -1 | 94 | -5 | 0.6 | 0 | -7 | 14 |
| COc1cccc(-c2[nH]nc3c2C(c2ccsc2)C(C#N)=C(N)O3)c1 (stereo unspecified) | 102 | 23 | -11 | 12 | 0 | 104 | 0 | 0.1 | -4 | -5 | 3 |
| Cc1cc(C)n2nc(SCCOc3ccccc3F)nc2n1 | ? | 8 | 7 | 5 | 11 | 101 | 23 | 0.5 | 9 | 18 | 6 |
| O=C(NCc1ccco1)c1nn2c(C(F)(F)F)cc(-c3cccs3)nc2c1Cl | 99 | 6 | -9 | 4 | 5 | 102 | 0 | 0.0 | -3 | -1 | 2 |
